# POLB inh: qHTS Assay for Inhibitors of DNA Polymerase Beta; P06746; Pol beta primer extension/strand displacement, fluorescence kinetic; Potency, µM (doses to about 114 µM), without a hit: top-dose activity change, negative = inhibition, hits mostly inhibitors; 1.3% of 340,000 active; AID 485314, 2010; further: potency means the concentration at half of the fitted maximal effect; on the % scale 0 is the no-effect control and ±100 the full control effect
#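 10 nM enzyme + cpd, 15 min RT; start with substrate 50 nM final; read 0 min and after 10 min RT. Corrected, normalized data; 4-parameter Hill curve fit.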
# APE1 inh: qHTS Assay for Inhibitors of the Human Apurinic/apyrimidinic Endonuclease 1 (APE1); DNA repair nuclease/redox regulator APEX1 (Homo sapiens), P27695; Potency, µM (doses to about 65.8 µM), for inactives: at the top dose activity change, negative = inhibition, hits mostly inhibitors; 0.35% of 350,000 active; recombinant APE1, TAMRA/BHQ-2 abasic DNA cleavage fluorescence;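 further: potency means the concentration at half of the fitted maximal effect; plate controls were vehicle for no effect and reference inhibitor for full effect; nearly all actives have a fitted effect of over 55% in size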
#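 Measures dequenching upon AP-site incision of a 5'-TAMRA/3'-BHQ-2 THF-containing duplex, 50 nM; human APE1 0.75 nM after 15 min room-temperature exposure to compound; kinetic three-point read at one-minute spacing.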
# POLK inh: qHTS for Inhibitors of Polymerase Kappa. 0.53% of 400,000 active. Potency, µM (titrated, usually from 107 µM), for the others: at the top dose activity, negative = inhibition, actives largely listed as inhibitors. DNA polymerase kappa (Homo sapiens), Q9UBT6. purified Pol kappa, fluorescent DNA synthesis assay, 10 min; further: potency means the concentration at half of the fitted maximal effect; on the % scale 0 is the no-effect control and ±100 the full control effect
# Target sequence (Q9UBT6 whole entry, looked up): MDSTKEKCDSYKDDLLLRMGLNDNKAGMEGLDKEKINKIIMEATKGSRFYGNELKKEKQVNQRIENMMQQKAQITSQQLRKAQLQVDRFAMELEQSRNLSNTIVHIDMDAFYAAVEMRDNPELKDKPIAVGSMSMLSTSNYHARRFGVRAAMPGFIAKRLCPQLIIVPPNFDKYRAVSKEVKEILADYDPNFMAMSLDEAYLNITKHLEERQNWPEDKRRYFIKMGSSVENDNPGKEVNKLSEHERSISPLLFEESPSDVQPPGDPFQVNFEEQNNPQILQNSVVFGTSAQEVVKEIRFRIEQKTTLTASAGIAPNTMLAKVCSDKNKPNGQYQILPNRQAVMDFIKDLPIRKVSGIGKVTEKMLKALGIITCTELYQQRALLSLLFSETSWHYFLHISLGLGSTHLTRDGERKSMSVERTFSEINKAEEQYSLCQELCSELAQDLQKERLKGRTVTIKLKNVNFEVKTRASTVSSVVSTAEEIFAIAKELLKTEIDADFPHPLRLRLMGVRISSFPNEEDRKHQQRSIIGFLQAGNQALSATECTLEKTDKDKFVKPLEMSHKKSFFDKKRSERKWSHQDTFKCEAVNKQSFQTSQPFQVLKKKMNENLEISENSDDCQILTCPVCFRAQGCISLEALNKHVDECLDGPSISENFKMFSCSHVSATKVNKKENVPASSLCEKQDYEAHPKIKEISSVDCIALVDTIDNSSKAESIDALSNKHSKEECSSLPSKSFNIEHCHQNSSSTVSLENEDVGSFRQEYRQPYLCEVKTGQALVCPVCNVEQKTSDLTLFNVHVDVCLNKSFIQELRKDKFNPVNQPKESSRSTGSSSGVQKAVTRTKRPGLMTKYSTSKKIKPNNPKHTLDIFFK
#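 Inhibition of 10 nM Pol kappa is measured by a fluorescent read-out at 0 and 10 min following addition of 50 nM substrate (final), with a 15-min room-temperature compound preincubation.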
# LDHA block: qHTS assay for inhibitors of human lactate dehydrogenase; activity change, % (values are at about 110 or 230 µM); L-lactate dehydrogenase A chain (Homo sapiens), P00338; 0.15% of 480,000 active; purified LDHA, NADH/diaphorase-resazurin fluorescence; active compounds read low; in the data active means activity change below about -30%; inconclusive means mostly about -25% to -30%;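 further: plate controls were DMSO wells for no effect and wells without enzyme for full effect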
#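 LDH5 2 nM; NADH 0.06 mM, pyruvate 0.2 mM; 200 mM Tris pH 7.4, EDTA, Tween-20; 5 min RT. Detection: diaphorase 0.133 mg/mL + resazurin 37 µM, fluorescence ex540/em590 at 0 and 20 min; normalized to enzyme-free and DMSO wells.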
# Pol eta inh: qHTS for Inhibitors of Polymerase Eta. DNA polymerase eta (Homo sapiens), Q9Y253. recombinant Pol eta, fluorescent DNA replication assay. Potency, µM (titrated, usually from 114 µM), for inactives: at the highest dose activity change, negative = inhibition, hits mostly inhibitors. 1.2% of 390,000 active; further: potency means the concentration at half of the fitted maximal effect; on the % scale 0 is the no-effect control and ±100 the full control effect
#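 Pol eta at 10 nM preincubated with compounds 15 min at room temperature; reaction started with fluorescent substrate (50 nM final) and read kinetically at 0 and 10 min.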
# Apoferritin bind: qHTS Assay for Identification of Novel General Anesthetics | 0.074% of 350,000 active | Potency, µM (series often up to 77.5 µM), without a hit: at the top dose activity change, negative = displacement, hits mostly inhibitors | AID 485281, 2010 | apoferritin/1-aminoanthracene competitive binding, fluorescence; further: potency means the concentration at half of the fitted maximal effect; on the % scale 0 is the no-effect control and ±100 the full control effect; nearly all actives have a fitted effect of over 20% in size
#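 Concentration-response curves derived by four-parameter Hill fitting of normalized fluorescence, where compounds displaced 1-AMA from 10 uM horse apoferritin following a brief 10 min room-temperature incubation; propofol titration acted as positive control.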
# RGS4 inhibitor: Inhibitors of Regulator of G Protein Signaling (RGS) 4: qHTS. AID 504845, 2011. Potency, µM (titrated, usually from 114 µM), inactives show at the top dose activity change, negative = inhibition, actives largely listed as inhibitors. Transcreener GDP fluorescence polarization, RGS4-accelerated GTP hydrolysis. 0.039% of 390,000 active. Regulator of G-protein signaling 4 (Homo sapiens), P49798; further: potency means the concentration at half of the fitted maximal effect; on the % scale 0 is the no-effect control and ±100 the full control effect; nearly all actives have a fitted effect of over 75% in size; some results filed as inactive show a strong effect at the top dose
# Target sequence (P49798 whole entry, looked up): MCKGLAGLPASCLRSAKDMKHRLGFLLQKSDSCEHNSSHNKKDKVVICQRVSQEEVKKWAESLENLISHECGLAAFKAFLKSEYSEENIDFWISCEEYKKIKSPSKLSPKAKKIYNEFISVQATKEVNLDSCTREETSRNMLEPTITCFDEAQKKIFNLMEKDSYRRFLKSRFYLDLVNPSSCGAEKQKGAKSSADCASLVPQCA
#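 MLSMR compounds (23 nl, pin-transferred) preincubated 10 min at room temperature with a 500nM (2x) first reagent, then RGS4 at 900nM (2x) plus Transcreener GDP mix added; fluorescence polarization (620/688 nm) read before and after 90 min at 30 °C.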
# ALOX12 inh: Primary qHTS assay for inhibitors of human arachidonate 12S-lipoxygenase (ALOX12): Round 2 | purified 12hLO, xylenol orange hydroperoxide absorbance | 1.1% of 580,000 active | Potency, µM (top dose mostly 108 µM), for the others: top-dose activity change, negative = inhibition, usual class: inhibitors | Polyunsaturated fatty acid lipoxygenase ALOX12 (Homo sapiens), P18054; further: potency means the concentration at half of the fitted maximal effect; on the % scale 0 is the no-effect control and ±100 the full control effect
#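 Hydroperoxide product was detected by ferrous iron/xylenol orange as the 573 to 405 nm absorbance ratio. Arachidonic acid at 40 uM (final) was turned over for 30 min at room temperature by 150 nM human 12hLO, pH 7.0 Hepes buffer, after 15 min compound preincubation.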
# ERG-DNA inh: qHTS for Small Molecule Inhibitors of the ERG Ets/DNA interaction; AID 624246, 2012; fluorescence polarization, His-ERG Ets domain / labelled DNA; Potency, µM (doses to about 76.9 µM), without a hit: at the top dose FP activity, negative = inhibition, usual class: inhibitors; 0.028% of 370,000 active; active means well fitted inhibition curve with a large enough effect in the polarisation, with a control signal flat; inconclusive means small, poorly fitted or top-dose-only effect, or effect the other way, or a change in a side signal; inactive means no such curve, though single readings can be large or run the other way; the % refers to the polarisation;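 further: polarization taken with two DNA probes labelled with fluorescein and Texas red; potency means the concentration at half of the fitted maximal effect; % of control where 0% means no effect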
#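 His-tagged ERG Ets domain (1 uM in the protein solution; 300mM KCl, 50mM Tris-HCl, 1mM EDTA, 1mM DTT, pH 7.5) received compound, then a probe mix of 5 nM fluorescein-DNA and 100nM Texas-615-DNA. Fluorescence polarization was read for both dyes.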
# * = called active by the depositor; ? = inconclusive; nt = no result given; [ ] = dose if it differs, or a comment. Unless noted, the call rests on the fitted dose curve; in most records, active means well fitted curve in the direction sought with a large enough effect; inconclusive means small, poorly fitted or top-dose-only effect, or another doubt; inactive means no such curve, though single readings can be large; an effect the other way counts as inactive or inconclusive.
SMILES,POLB inh,APE1 inh,POLK inh,LDHA block,Pol eta inh,Apoferritin bind,RGS4 inhibitor,ALOX12 inh,ERG-DNA inh
CC(=O)Nc1ccc(S(=O)(=O)NCC(C)NS(=O)(=O)c2ccc(NC(C)=O)cc2)cc1 (centres undefined),24%,28%,6%,-2,-18%,1%,-6%,?,9%
CCOC(=O)N1CCN(C(=O)CSCC(=O)Nc2nc(-c3ccc(C)cc3)cs2)CC1,0%,-1%,14%,4,-11%,31%,-32%,3%,9%
CCOc1ccc(/C=C2\CCC(C3CCCC3)C2=O)cc1OC (centres undefined),2%,-7%,-7%,-7,-7%,-3%,10%,-20%,-3%
CS(=O)(=O)N1CCc2cc(C(=O)N3CCCCC3)ccc21,27%,21%,-8%,-5,-18%,-4%,11%,0%,-6%
CC(=O)Nc1ccc(S(=O)(=O)NC2Cc3ccccc3C2)cc1,7%,-8%,9%,1,-17%,-1%,-24%,16%,1%
COCCCNC(=O)c1cc(Sc2nnc(C)s2)nc2ccccc12,1%,-4%,-18%,-9,0%,-8%,-8%,7%,-1%
COc1ccc(OC)c(Cc2nnc(CCC(=O)N3CCCCC3c3nccs3)o2)c1 (centres undefined),?,0%,17%,-2,-4%,-7%,-8%,-10%,9%
CCCCC1=CC2=C(c3ccco3)C(=O)C(C)(OC(=O)c3ccc(OC)cc3)C(=O)C2=CN1C1CCCCC1 (centres undefined),?,0%[12.4 µM],-21%,1,-1%,-19%,?,nt,-4%
COc1cc(/C=C(\C#N)C(=O)NCC2CCCO2)cc(OC)c1OC (centres undefined),29%,4%,-12%,-9,-10%,-7%,-6%,?,4%
COc1ccccc1CNS(=O)(=O)c1ccc(-n2cccn2)cc1,56%,14%,0%,-2,-9%,-15%,8%,4%,-5%
C=CCn1c(SCC(=O)N2CCCCC2)nnc1-c1ccncc1,-25%,2%,-3%,-6,-4%,-5%,3%,-21%,0%
COc1ccc(OC)c(CN2CCN(C(=O)c3ccc(F)cc3)CC2)c1,-2%,27%,-15%,-25,-16%,-8%,-2%,?,3%
S=C(NN=C(c1ccccc1)c1ccccn1)N(Cc1ccccn1)Cc1ccccn1,nt,nt,-11%,12,-11%,nt,?,45µM*,nt
COc1ccc(C2=NOC(c3nnc(-c4ccccc4)o3)C2)cc1 (centres undefined),nt,nt,1%,-11,-12%,nt,18%,1%,-9%
Cc1ccc(CN2CC(C(=O)N(Cc3nnc(-c4ccccc4Cl)o3)C3CC3)CC2=O)cc1 (centres undefined),nt,-10%,0%,-10,-9%,nt,9%,3%,-4%

# 8 successive entries from above:
SMILES,POLB inh,APE1 inh,POLK inh,LDHA block,Pol eta inh,Apoferritin bind,RGS4 inhibitor,ALOX12 inh,ERG-DNA inh
CCCCC1=CC2=C(c3ccco3)C(=O)C(C)(OC(=O)c3ccc(OC)cc3)C(=O)C2=CN1C1CCCCC1 (centres undefined),?,0%[12.4 µM],-21%,1,-1%,-19%,?,nt,-4%
COc1cc(/C=C(\C#N)C(=O)NCC2CCCO2)cc(OC)c1OC (centres undefined),29%,4%,-12%,-9,-10%,-7%,-6%,?,4%
COc1ccccc1CNS(=O)(=O)c1ccc(-n2cccn2)cc1,56%,14%,0%,-2,-9%,-15%,8%,4%,-5%
C=CCn1c(SCC(=O)N2CCCCC2)nnc1-c1ccncc1,-25%,2%,-3%,-6,-4%,-5%,3%,-21%,0%
COc1ccc(OC)c(CN2CCN(C(=O)c3ccc(F)cc3)CC2)c1,-2%,27%,-15%,-25,-16%,-8%,-2%,?,3%
S=C(NN=C(c1ccccc1)c1ccccn1)N(Cc1ccccn1)Cc1ccccn1,nt,nt,-11%,12,-11%,nt,?,45µM*,nt
COc1ccc(C2=NOC(c3nnc(-c4ccccc4)o3)C2)cc1 (centres undefined),nt,nt,1%,-11,-12%,nt,18%,1%,-9%
Cc1ccc(CN2CC(C(=O)N(Cc3nnc(-c4ccccc4Cl)o3)C3CC3)CC2=O)cc1 (centres undefined),nt,-10%,0%,-10,-9%,nt,9%,3%,-4%

# Reprinted at random: two compounds from above
SMILES,POLB inh,APE1 inh,POLK inh,LDHA block,Pol eta inh,Apoferritin bind,RGS4 inhibitor,ALOX12 inh,ERG-DNA inh
COc1ccc(OC)c(CN2CCN(C(=O)c3ccc(F)cc3)CC2)c1,-2%,27%,-15%,-25,-16%,-8%,-2%,?,3%
CS(=O)(=O)N1CCc2cc(C(=O)N3CCCCC3)ccc21,27%,21%,-8%,-5,-18%,-4%,11%,0%,-6%

# Additional records
SMILES,POLB inh,APE1 inh,POLK inh,LDHA block,Pol eta inh,Apoferritin bind,RGS4 inhibitor,ALOX12 inh,ERG-DNA inh
COC(=O)CNC(=O)C1CCN(S(=O)(=O)c2cnc[nH]2)CC1,2%,4%,-7%,-14,-17%,-3%,-9%,3%,-1%
CC(=O)NC(Cc1cccc(C)c1)C(=O)NC1CCN(S(=O)(=O)c2ccccc2)CC1 (centres undefined),32%,-9%,-6%,-6,-21%,7%,-24%,-22%,-12%
CCN1CCN(c2cc(C)c3cc(NC(=S)N(C)Cc4ccccc4)ccc3n2)CC1,15%,24%,-12%,1,-23%,2%,-15%,3%,-10%
COc1cc(/C=N/NC(=O)C(Cc2c[nH]c3ccccc23)NC(=O)OCC(C)C)cc([N+](=O)[O-])c1OCc1ccccc1 (centres undefined),4%,-2%,-16%,-10,-6%,?,16%,-3%,-4%
COc1ccc(OC)c(/C=N/NC(=O)c2[nH]ncc2Br)c1,37%,16%,-3%,-1,-20%,45%[activator],-8%,149%[activator],-2%
CCc1ccc(S(=O)(=O)NCC2(N3CCOCC3)CCCCC2)cc1,nt,16%,0%,-1,-15%,nt,6%,176%[activator],-3%
CCN(CC)CCNC(=O)Cn1c(C)cc2ccccc2c1=O,7%,-1%,-18%,-12,-10%,-9%,23%,0%,-2%
Cc1cccnc1NC(=O)c1ccc(S(=O)(=O)N2CCCCCC2)cc1,nt,3%,-6%,-10,4%,nt,12%,1%,3%
O=C1CC(c2ccccc2)CC2=C1C(c1ccccn1)Nc1ccccc1N2 (centres undefined),2%,4%,-10%[60.1 µM],-8,7%,-15%,-7%,3%,nt
O=C(CN1CCc2ccccc2C1)NC1CCCC1,13%,4%,-14%,-3,-6%,-5%,16%,4%,-4%
O=C(O)c1cccc(Nc2ncnc3c2cnn3-c2ccccc2)c1,6%,-1%,-2%,-11,-12%,-6%,-14%,?,1%
Cc1ccc(NC(=O)Cn2c(=O)c3ccccc3n3nncc23)cc1,3%,nt,-16%,-4,-1%,-18%,-1%,-19%,-7%
CNc1c([N+](=O)[O-])cnn1-c1ccccc1F,-2%,15%,3%,-5,-17%,-10%,10%,-7%,-5%
CC(=O)Nc1cc2c(cc1[N+](=O)[O-])-c1ccc(F)cc1C2,nt,nt,-2%,6,-4%,nt,12%,-6%,-5%
CCN(CC)S(=O)(=O)c1ccc(C)c(NC(=O)COC(=O)CN2C(=O)NC(C)(C)C2=O)c1,nt,23%,-10%,-3,-11%,nt,-15%,-9%,-1%
NS(=O)(=O)c1ccc(-c2ccc(/C=N/NC(=O)c3ccccc3O)o2)cc1,16%,2%,?,4,0%,4%,-52%,8%,4%
CC(=O)Nc1ccccc1OCC(=O)N(Cc1ccccc1)C(C)C,-1%,-1%,-8%,-1,-14%,-4%,2%,-13%,-3%
Cc1ccc(C2(C)NC(=O)N(CC(=O)NCc3cccc(Cl)c3)C2=O)cc1 (centres undefined),1%,19%,16%,-2,-5%,-5%,-21%,13%,1%
CCn1c(C)c(C)c2cc(C(=O)NCCCN3CCCC3)ccc21,-16%,74%[activator],4%,-1,-22%,-10%,-29%[56.9 µM],-16%,-2%
C/C(=N/NC(=O)CN1CCN(Cc2ccccc2Cl)CC1)c1cccs1,-1%,-2%,-14%,-5,-2%,-12%,4%,1%,9%
CCOC(=O)c1ccccc1NC(=O)Cn1c(=O)n(CCCC(=O)NCc2ccc3c(c2)OCO3)c(=O)c2ccccc21,-7%,nt,-9%,-5,-5%,0%,-1%,-21%,1%
Fc1ccc2cnc(-c3cccnc3)cc2c1,nt,36%,2%,4,-2%,nt,-4%,17%,-9%
COc1cccc(CNCc2ccc(OC)cc2OC)c1,-2%,40%,-8%,-20,-28%,-10%,18%,?,6%
O=C(Oc1ccc(F)cc1)N1CCOCC1,-4%,44%,-2%,-11,-14%,-5%,13%,38%[activator],-9%
CCn1c(CN2CCCCC2)nc2cc(NC(=O)c3ccc([N+](=O)[O-])cc3)ccc21,-6%,nt,-8%,2,-1%,-3%,10%,-6%,3%
CC(C)(C)NC1=CC(=O)OC12CCCCC2,1%,1%,-1%,-3,-1%,-15%,-5%,0%,3%
COc1ccc(NC(=O)Nc2nnc(CC(=O)NCc3ccccc3)s2)cc1,-1%,-6%,-11%,-11,9%,-15%,6%,-11%,12%
CCOc1ccc(C2C(=O)N(C3CCCCCC3)CC(=O)N2CCc2ccccc2)cc1OC (centres undefined),2%,nt,-5%[60.1 µM],-3,-3%,-6%,4%,-18%,1%

# Bioassay records from PubChem.

# These rows are one share of the data; the hit share may differ from the screen's.
